# procasp7 counter – activates human procaspase-7, counter-screen for procaspase-3 activators; activation, % at 8.5 µM; recombinant procaspase-7, Ac-DEVD-pNA absorbance 405 nm; D23A/D198A/D206A triple mutant, cannot self-cleave; scale: DMSO 0, 5 µM enzyme 100; 330,000 compounds, 0.093% hits;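 active = percent activation above the screen-wide mean plus 3 SD, cut at about 25% in these data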
#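 signal = Epi-absorbance of released pNA at 405 nm, two timepoints | assay system = Uncleavable procaspase-7 mutant enzyme | reagent = Ac-DEVD-pNA substrate, 400 µM as added | times = 1 h enzyme–compound preincubation and 2 h substrate reaction, both 25 °C | benchmarks = low DMSO alone, high DMSO plus 5 µM PC-7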
# EBNA-1 inh – blocks EBNA-1 binding to DNA | 300,000 compounds, 0.34% hits | inhibition, % at 14.8 µM | EBNA-1 DNA binding, fluorescence polarization; in the data active = inhibition above about 28%
# ZTA DNA inh – counter-screen for EBNA-1 inhibitors: inhibitors of Epstein-Barr virus ZTA. P03206. ZTA-DNA binding, fluorescence polarization. inhibition, % at 11 µM. 320,000 compounds, 0.15% hits. AID 2234; in the data active = inhibition above about 33%
# LAP4-GFP MLPCN – yeast TOR pathway LAP4-GFP modulation. S. cerevisiae LAP4-GFP multiplex, flow cytometry GFP, 3 h; median GFP as percent of DMSO wells. GFP response vs DMSO, % at 10 µM. 320,000 compounds, 0.34% hits;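 active = GFP response vs DMSO above a set limit, about the screen mean plus 3 SD, cut at about 150% in these data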
# MEP2 TOR yeast – yeast TOR pathway MEP2-GFP modulation; S. cerevisiae MEP2-GFP strain, flow cytometry GFP, 3 h; 100% = DMSO control level; GFP response vs DMSO, % at 10 µM; 330,000 compounds, 0.51% hits; AID 2016;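 active = GFP response versus DMSO above a set limit, roughly screen mean plus 3 SD, cut at about 180% in these data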;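 note: median GFP fluorescence of the barcode-gated MEP2-GFP cells per well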
# procasp3 activ – activates human procaspase-3 | 330,000 compounds, 0.11% hits | activation, % at 8.5 µM | P42574 | recombinant procaspase-3 D3A, Ac-DEVD-pNA absorbance 405 nm | AID 463141;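 active = activation above the mean of all tested compounds plus 3 SD, cut at about 21% in these data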;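 note: 0% = DMSO alone and 100% = DMSO wells spiked with extra 5 µM PC-3 D3A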
#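 Assay system: Procaspase-3 D3A mutant, all three cleavage aspartates alanine. Buffer or medium: Zinc-free HEPES saline buffer with Triton X-100. Times: 1 h compound preincubation, 2 h substrate hydrolysis at 25 °C. Measured by: 405 nm absorbance of p-nitroaniline, reads at 0 and 120 min. Read-out basis: percent activation relative to control range. Replicates: singlicate.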
# RPL19A TOR yeast – yeast TOR pathway RPL19A-GFP modulation. AID 2025. 330,000 compounds, 0.3% hits. percent response vs DMSO, % at 10 µM. S. cerevisiae RPL19A-GFP strain, flow cytometry, 3 h; active compounds read low;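 active = percent response vs DMSO below 50%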;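 note: median channel GFP fluorescence of the barcoded RPL19A-GFP strain; ratio of sample median GFP to plate DMSO average so 100% = DMSO; lower means less RPL19A-GFP as with rapamycin TOR inhibition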
# AHR act – human AHR activation; activation, % at 5 µM; AID 2796; P35869; AHR-responsive luciferase reporter cells, luminescence; 320,000 compounds, 2.5% hits; in the data active = activation above about 47%;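 note: 0% = vehicle wells and 100% = reference agonist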
# * marks the source's active call; other numbers are inactive results; . = not tested or not shown; [ ] = remark or other dose.
# Each structure is followed by: ZTA DNA inh, EBNA-1 inh, MEP2 TOR yeast, AHR act, LAP4-GFP MLPCN, procasp3 activ, procasp7 counter, RPL19A TOR yeast
> CCOc1ccccc1NC(=O)C(OC(=O)c1ccccc1)c1ccccc1 (stereo not given)
 : 10, 8, 96, 3, 95, 4, -3, 99
> O=C(Cc1ccccc1Cl)N1CCN(c2ncccn2)CC1
 : -2, -19, 101, -2, 98, 0, 0, 99
> Nc1c(N2CCCCC2)c(=O)[nH]c(=O)n1-c1ccccc1
 : 13, 9, 111, 1, 100, -13, 5, 99
> O=C(/C=C/c1ccc(OC(F)F)cc1)OCC(=O)N1CCC(c2ccccc2)=N1
 : 0, ., 97, -3, 101, -7, 3, 94
> COC(=O)c1[nH]c2ccccc2c1NC(=O)CN1CCC(C(N)=O)(N2CCCCC2)CC1
 : -30, -2, 103, 8, 108, 8, 0, 98
> COc1cc(O)c2c(c1)COC2=O
 : -3, 1, 96, -1, 86, -3, -6, 97
> CC1(C)CC(=O)C(C(C2=C(O)CC(C)(C)CC2=O)c2cccc(O)c2)C(=O)C1 (stereo not given)
 : -4, 4, 98, 0, 103, -13, -7, 99
> CCCCn1c2c(c3ccccc31)CCc1nonc1-2
 : -6, 1, 99, 4, 104, 5, -4, 97
> O=C(NCc1ccc(F)cc1)C1CCN(S(=O)(=O)c2cccnc2)CC1
 : -1, -4, 102, -1, 97, -14, 5, 100
> COc1ccc(/C=C/C(=O)Nc2ccccc2)cc1OC
 : 15, 9, 102, -3, 96, 4, 5, 105
> CCc1ccc(NC(=O)c2cccc(C(=O)Nc3ccc(CC)cc3)n2)cc1
 : 18, 3, 98, 33, 84, -1, -2, 105
> O=C(O)CSCc1nc2cccnc2n1C1CCCCC1
 : 9, 7, 89, 1, 97, 1, 0, 108
> Cc1cccc(C2=N/C(=C\c3cccs3)C(=O)O2)c1
 : 2, 9, 97, 1, 100, 8, 6, 94
> COC(=O)c1ccccc1C(=O)N1CC(O)CO1 (stereo not given)
 : 0, 8, 93, -1, 101, 4, 3, 88
> O=C(N/N=C/c1ccccc1Cl)c1ccc(F)cc1
 : 1, -4, 105, 0, 118, 0, 7, 99
> O=C(COC(=O)c1ccccc1NC(=O)c1ccco1)NC1CCCCC1
 : 2, 3, 112, -2, 102, 6, 7, 103
> Cc1cc2oc(=O)cc(CN3CCCCC3)c2cc1C
 : 0, -15, 105, 7, 91, -6, 9, 104
> COc1ccc(NC(=O)CSc2ccccn2)cc1OC
 : -7, -6, 112, 0, 111, -6, -1, 104
> COCCSc1ccccc1C(=O)Nc1ccc([N+](=O)[O-])cc1OC
 : -5, -14, 98, 3, 101, -3, -9, 101
> O=C(Nc1cccnc1)C1CC(c2ccccc2O)=NO1 (stereo not given)
 : -23, 11, 108, 4, 108, -5, 3, 103
> CCc1c(C)sc(NC(=O)C2CC2c2ccccc2)c1C(N)=O (stereo not given)
 : 10, 8, 102, 12, 100, -5, -3, 100
> Cc1ccccc1-n1nc(C)c2cc(C(=O)NC3CC3)sc21
 : 2, -7, 99, 42, 101, -2, -3, 98
> COc1ccc(Br)cc1C1CC(=O)C(C)C(c2cc(Br)ccc2OC)N1 (stereo not given)
 : -9, -8, 110, 4, 91, -4, 3, 104
> CN1CCN(c2ccccc2NC(=O)c2ccc(-c3ccccc3[N+](=O)[O-])o2)CC1
 : 3, 5, 111, 31, 115, 0, -3, 116
> CCCCC(=O)Nc1ccc(NC(=O)C(C)C)cn1
 : -6, -2, 95, 0, 96, 5, 15, 100
> O=C(Cn1cc(C(F)(F)F)cc(Cl)c1=O)NC1CCS(=O)(=O)C1 (stereo not given)
 : -9, ., 97, -2, 109, -3, 6, 103
> COc1ccc(C(=O)CSc2nc(-c3ccccn3)nc(C)c2Cl)cc1
 : 2, -15, 94, 11, 124, 3, 4, 92
> CCCCNC(=O)CN(Cc1ccco1)S(=O)(=O)c1ccc(C(C)=O)cc1
 : -10, ., 92, -1, 95, -6, 4, 95
> O=C(Nc1nnc(C2=COCCO2)o1)c1ccc(Cl)cc1
 : 6, -7, 103, 10, 101, -8, 2, 102
> Cc1ccc(NC(=O)CC2CCCC2)c(Br)c1
 : -2, 4, 101, 0, 103, 5, 6, 99

# Reformatted: entries from further up.
canonical_smiles: COC(=O)c1ccccc1C(=O)N1CC(O)CO1 (stereo not given)
  ZTA DNA inh: 0
  EBNA-1 inh: 8
  MEP2 TOR yeast: 93
  AHR act: -1
  LAP4-GFP MLPCN: 101
  procasp3 activ: 4
  procasp7 counter: 3
  RPL19A TOR yeast: 88

canonical_smiles: O=C(NCc1ccc(F)cc1)C1CCN(S(=O)(=O)c2cccnc2)CC1
  ZTA DNA inh: -1
  EBNA-1 inh: -4
  MEP2 TOR yeast: 102
  AHR act: -1
  LAP4-GFP MLPCN: 97
  procasp3 activ: -14
  procasp7 counter: 5
  RPL19A TOR yeast: 100

# Other compounds:
# Each structure is followed by: ZTA DNA inh, EBNA-1 inh, MEP2 TOR yeast, AHR act, LAP4-GFP MLPCN, procasp3 activ, procasp7 counter, RPL19A TOR yeast
> Cc1cccc(/C=N/n2c(C3CCCCC3)n[nH]c2=S)c1
 : -9, -7, 94, 2, 112, -8, -17, 88
> Cc1c(Cl)cccc1NC(=O)NNC(=O)CCc1ccccc1
 : -16, -6, 94, 5, 114, 7, -1, 93
> Cc1c(NC(=O)C(C)OC(=O)c2cccs2)c(=O)n(-c2ccccc2)n1C (stereo not given)
 : -9, 5, 111, -2, 104, -3, -4, 109
> O=C(CSCc1c(F)cccc1Cl)NCCc1ccccc1
 : -8, 5, 106, -2, 101, 5, -4, 109
> CCn1nnc(-c2ccccc2NC(=O)c2cnccn2)n1
 : 9, -5, 111, 1, 115, -3, -2, 100
> O=C(COc1ccccc1)Nc1nnc(-c2ccccc2Cl)o1
 : -3, 9, 99, 0, 120, 1, 4, 101
> CCCCn1c(CNC(=O)C23CC4CC(CC(C4)C2)C3)nnc1SCC(=O)Nc1nnc(C)s1
 : 1, -10, 95, -1, 114, -6, 2, 99
> CCSc1nc(N)c(NC(=O)c2ccc(Br)o2)c(=O)[nH]1
 : 11, 4, 90, -2, 98, -7, -4, 94
> COc1ccc(C(=O)NCCc2nnc(SCC(=O)Nc3ccccc3F)n2C)cc1
 : 12, 2, 99, 2, 103, 8, 11, 101
> COc1ccc(OCC(=O)N/N=C(\C)CC(=O)Nc2ccc(NC(C)=O)cc2)cc1
 : -3, 9, 100, 4, 96, 0, -2, 99
> Cc1cccc(C)c1NC(=O)CS(=O)CC(=O)NC1CCN(Cc2ccccc2)CC1 (stereo not given)
 : 6, 7, 96, 3, 100, 8, 6, 94
> COc1ccc(N(CC(=O)NCCSCc2ccco2)S(=O)(=O)c2ccccc2)cc1Cl
 : -17, 2, 104, 0, 102, -3, -4, 95
> CCC(NC(=O)c1ccccc1O)c1ccccc1 (stereo not given)
 : 21, 14, 88, -1, 94, 2, 3, 95
> COc1ccc(C(CC(=O)O)NC(=O)COc2ccccc2)cc1OC (stereo not given)
 : -1, -11, 99, 6, 96, 3, -2, 99
> O=C(OCc1ccccc1)N1CCOCCN(C(=O)OCc2ccccc2)CCOCC1
 : 18, 8, 108, -1, 97, 1, 10, 106
> Cc1ccccc1NC(=S)NC(NC(=O)c1ccco1)C(Cl)(Cl)Cl (stereo not given)
 : -8, -8, 107, 5, 104, 1, 2, 105
> CC(C)CN(C(=O)CSc1nnc2ccccn12)C1CCS(=O)(=O)C1 (stereo not given)
 : 1, ., 98, -1, 94, 4, 2, 93
> COc1cc(/C(C#N)=C/c2ccccc2)c([N+](=O)[O-])cc1OC
 : -33, -13, 102, 47*, 104, -10, -16, 102
> O=C(CC(=O)Nc1cccc(Cl)c1Cl)Nc1cccc(Cl)c1Cl
 : 0, -3, 94, 1, 96, 6, 5, 95
> CCc1cc2cc(C)ccc2nc1SCC(=O)NC1CCCC1
 : -11, -3, 102, 5, 111, -6, -4, 102
> CCOc1cccc(/C=C2\NC(=S)N(c3ccccc3)C2=O)c1O
 : 4, -10, 424*[may fluoresce violet], 25, 76[may fluoresce violet], 1, -20, 18*[may fluoresce violet]
> COc1ccc2nc(N3C(=O)CC(Cc4ccc(C)cc4)C3=O)sc2c1 (stereo not given)
 : 5, 7, 107, 1, 100, 5, 3, 106
> O=C(NC1CCCCCC1)C1c2ccccc2C(=O)N1Cc1ccco1 (stereo not given)
 : 10, -7, 100, -1, 97, -7, 4, 97

# By substructure, the entries above with a Cl atom (11)
# Each structure is followed by: ZTA DNA inh, EBNA-1 inh, MEP2 TOR yeast, AHR act, LAP4-GFP MLPCN, procasp3 activ, procasp7 counter, RPL19A TOR yeast
> O=C(Cc1ccccc1Cl)N1CCN(c2ncccn2)CC1
 : -2, -19, 101, -2, 98, 0, 0, 99
> O=C(N/N=C/c1ccccc1Cl)c1ccc(F)cc1
 : 1, -4, 105, 0, 118, 0, 7, 99
> O=C(Cn1cc(C(F)(F)F)cc(Cl)c1=O)NC1CCS(=O)(=O)C1 (stereo not given)
 : -9, ., 97, -2, 109, -3, 6, 103
> COc1ccc(C(=O)CSc2nc(-c3ccccn3)nc(C)c2Cl)cc1
 : 2, -15, 94, 11, 124, 3, 4, 92
> O=C(Nc1nnc(C2=COCCO2)o1)c1ccc(Cl)cc1
 : 6, -7, 103, 10, 101, -8, 2, 102
> Cc1c(Cl)cccc1NC(=O)NNC(=O)CCc1ccccc1
 : -16, -6, 94, 5, 114, 7, -1, 93
> O=C(CSCc1c(F)cccc1Cl)NCCc1ccccc1
 : -8, 5, 106, -2, 101, 5, -4, 109
> O=C(COc1ccccc1)Nc1nnc(-c2ccccc2Cl)o1
 : -3, 9, 99, 0, 120, 1, 4, 101
> COc1ccc(N(CC(=O)NCCSCc2ccco2)S(=O)(=O)c2ccccc2)cc1Cl
 : -17, 2, 104, 0, 102, -3, -4, 95
> Cc1ccccc1NC(=S)NC(NC(=O)c1ccco1)C(Cl)(Cl)Cl (stereo not given)
 : -8, -8, 107, 5, 104, 1, 2, 105
> O=C(CC(=O)Nc1cccc(Cl)c1Cl)Nc1cccc(Cl)c1Cl
 : 0, -3, 94, 1, 96, 6, 5, 95
